Compound activity (PubChem BioAssay)
14-3-3 PPI = modulators of 14-3-3 gamma protein binding, primary screen, biochemical, fluorescence polarization | 14-3-3 protein gamma (Homo sapiens), P61981 | FP, 14-3-3gamma / TMR-pS259-Raf peptide binding | inhibition, % at 40 µM | AID 422, 2006 | 160,000 tested, 0.19% active; in the data active means inhibition above about 30%;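 further: 0% = protein plus tracer without compound and 100% = blank with tracer alone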
Target sequence (P61981 whole entry, looked up): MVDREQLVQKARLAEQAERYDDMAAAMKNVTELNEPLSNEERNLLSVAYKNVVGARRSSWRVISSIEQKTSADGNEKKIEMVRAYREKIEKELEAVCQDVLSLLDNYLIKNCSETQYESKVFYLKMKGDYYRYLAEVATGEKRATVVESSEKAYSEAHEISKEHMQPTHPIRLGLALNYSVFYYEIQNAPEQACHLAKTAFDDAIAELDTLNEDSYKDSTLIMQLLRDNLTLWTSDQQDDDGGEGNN
* = called active by the depositor; & = joins results of further samples.

canonical_smiles	14-3-3 PPI
CCOc1ccc(/C(O)=C2\C(=O)C(=O)N(c3nccs3)C2c2cccc(Oc3ccccc3)c2)cc1 (stereo unspecified)	-16.9
COc1cccc(-c2coc3c(C)c4oc(=O)cc(-c5ccccc5)c4cc23)c1	-1.0
COc1ccc(C)cc1S(=O)(=O)N(CC(=O)N1CCCC1)c1ccccc1	-1.5
Cc1ccc(NC(=O)CSc2nc3nc(C)cc(C)n3n2)c(Cl)c1	-4.3
Cc1[nH]c2c(Cl)cccc2c(=O)c1CN1CCCCC1	-3.5
O=C(NC1CSC/C1=N\O)c1ccccc1 (stereo unspecified)	-2.8
CCOC(=O)c1c(-c2cccs2)csc1NC(=O)CSc1ncn[nH]1	-3.6
CC(=O)Nc1cc(C(=O)N2CCN(c3cccc(C(F)(F)F)c3)CC2)ccc1Sc1ccc(Cl)cc1	0.9
Nc1c(C(=O)Nc2ccc([N+](=O)[O-])cc2)sc2nc3c(cc12)CCCC3	-4.1
COc1ccc(NC(=O)COc2ccccc2Cl)c(OC)c1	-3.3
CCOc1ccc(N=c2scc(-c3ccc(Cl)s3)n2C)cc1	-6.1
CCOCCCNC(=O)C1CCCN(S(C)(=O)=O)C1 (stereo unspecified)	-0.9
CCCOc1ccc(/C(O)=C2\C(=O)C(=O)N(CCCOC)C23C(=O)N(C)c2ccccc23)cc1 (stereo unspecified)	-0.6
O=c1oc2c([N+](=O)[O-])cccc2cc1-c1nc(-c2ccc(Cl)cc2)cs1	-16.9
COc1ccc(N=Cc2cc(Br)ccc2O)cc1Cl	-14.0
O=[N+]([O-])c1ccc(S(=O)(=O)N2CCN(Cc3ccc4c(c3)OCO4)CC2)cc1	-1.1
CC(Sc1nnnn1C)C(=O)Nc1ccc(Oc2ccccc2)cc1 (stereo unspecified)	-4.7
CCCNC(=O)c1c[nH]c2ccc(S(=O)(=O)N(CC)c3ccc(F)cc3)cc2c1=O	-5.2
CCOC(=O)c1ccc(N2CCN(c3cc(Cl)ccc3C)CC2)c(NC(=O)Nc2ccccc2)c1	-5.2
CC(=O)Nc1cccc(-c2nnc(SCC(=O)O)n2C)c1	3.6
Cc1cc(C(=O)Nc2ccc(Cl)cn2)ccc1[N+](=O)[O-]	-3.8
CC1CCCCN1S(=O)(=O)c1ccc(S(=O)(=O)N2CCN(c3ccc(F)cc3)CC2)cc1 (stereo unspecified)	-1.1
Cc1sc2ncnc(OCC(=O)N3CCN(S(=O)(=O)c4ccc(Cl)cc4)CC3)c2c1C	-25.3
Cc1nc(=O)cc(-c2ccccc2)n1-c1ccccc1	8.4
COc1cc(C2Nc3ccc4ncccc4c3C3=C2C(=O)CCC3)ccc1OCc1ccccc1 (stereo unspecified)	1.9
COc1cc(C(=O)Nc2ccc(-c3nc4ncccc4o3)cc2)cc(OC)c1OC	-2.0
CCOC(=O)c1[nH]c2ccc(OC)cc2c1NS(=O)(=O)c1ccc(OC)cc1OC	-0.4
O=C(O)C1CCCN1c1nc(-c2ccc(Cl)cc2)cs1 (stereo unspecified)	-0.3
CCOc1ccc(S(=O)(=O)Nc2cc(Sc3ncn[nH]3)c3oc(=O)sc3c2)cc1	-5.7
O=C(COC(=O)c1ccccc1NC(=O)c1ccccc1)c1cccc([N+](=O)[O-])c1	-14.2
CC1CCCCN1c1ccc(N2C(=O)C3C4C=CC(C4)C3C2=O)cc1[N+](=O)[O-] (stereo unspecified)	1.1
CCn1c2c(c3cc(OCC(C)C)ccc31)CCCC2=O	-10.4
Cc1oc(-c2ccc(Cl)cc2)nc1CN1CCC(C(=O)N2CCN(c3ccccn3)CC2)CC1	-6.9
CCSCCOC(=O)C1=C(C)NC2=C(C(=O)CC(C)(C)C2)C1c1ccc(OC)cc1OC (stereo unspecified)	-0.2
Nc1c(C(=O)NC23CC4CC(CC(C4)C2)C3)sc2nc(C34CC5CC(CC(C5)C3)C4)ccc12	1.3
CCOC(=O)c1sc(NC(=O)c2ccc(Cl)c([N+](=O)[O-])c2)nc1C	-6.8
CCOC(=O)C1CCN(S(=O)(=O)c2ccc(NC(C)=O)cc2)CC1	2.9
O=C(CN(CCN1CCOCC1)C(=O)Cn1nnc(-c2ccc(F)cc2)n1)NC1CCCCC1	-7.8
O=C(NC1CC1)c1cc(=O)[nH]c2ccc(S(=O)(=O)N3CCCC3)cc12	-6.7
N#Cc1cc(C#N)c(SCC(=O)OCN2C(=O)c3ccccc3C2=O)nc1N	-17.4
Cc1ncc([N+](=O)[O-])n1CCSc1nnc(SCc2ccccc2)s1	-8.0
Cc1ccc(C(=O)c2oc3ccc(Cl)cc3c2N)cc1	9.7
COCCCNC(=O)c1ccc2c(c1)nc(C)n2-c1cc(C)ccc1OC	-40.1
Cc1ccc2c(c1Br)C(=Nc1ccc(F)cc1)C(=O)N2	4.5
Cn1c(=O)[nH]c(=O)c2c1nc(N1CCCCCC1)n2CC(=O)c1ccccc1	2.0
CC(C)C(=O)Nc1c2c(nn1C(C)(C)C)CS(=O)C2 (stereo unspecified)	-14.3
COC(=O)CSc1ccc(S(=O)(=O)N2CCOCC2)cc1[N+](=O)[O-]	2.2
CC1CCCCC1NC(=O)CN1C(=O)CSc2cc(S(=O)(=O)N3CCCCCC3)ccc21 (stereo unspecified)	0.2
Cc1onc(-c2ccccc2Cl)c1C(=O)N1CCN(c2nc3ccccc3s2)CC1	-2.3
COc1ccc(CC(=O)Nc2c3c(nn2-c2cccc(C)c2C)CS(=O)C3)cc1 (stereo unspecified)	-10.5

Additional entries
canonical_smiles	14-3-3 PPI
O=C1OCC(Cn2c3ccccc3c3ccccc32)O1 (stereo unspecified)	-7.7
CCOC(=O)N1CCN(Cc2cc(=O)oc3ccc(Cl)cc23)CC1	-0.2
COc1cc2c(=O)n(CCCN3CCOCC3)c(=S)[nH]c2c(OC)c1OC	2.5
COc1cc2c(cc1OC)C(C(=O)Nc1ccc3c(c1)OCCO3)C(c1cccnc1)N(C)C2=O (stereo unspecified)	-7.8
CCCCOc1ccc(-c2cc(=O)oc(-c3cccc(Br)c3)n2)cc1	2.6
Cc1ccc(NC(=O)Cn2c3ccccc3c(=O)c3cc([N+](=O)[O-])ccc32)c(Br)c1	-29.8
COc1ccc(C(=O)Oc2ccc3cc(-c4nc5ccccc5s4)c(=O)oc3c2)cc1	-6.5
Cc1cc(C)n(-c2ccc(C(=O)Oc3ccc4c(c3)OCO4)cc2)n1	-2.1
CCOC(=O)C1=C(c2ccccc2)NC(=S)NC1c1ccccc1Cl (stereo unspecified)	-8.0
Cc1nn(-c2ccccc2)c(Oc2ccc(F)cc2)c1/C=N/n1cnnc1	-8.6
O=C(C(Cc1ccccc1)NS(=O)(=O)c1cccs1)N1CCc2ccccc21 (stereo unspecified)	-14.0
Cc1ccc(S(=O)(=O)n2nc(OC(=O)c3ccc(F)cc3)cc2N)cc1	-9.8
c1ccc(Cn2c(SCc3ncn[nH]3)nc3ccccc32)cc1	-3.5
c1nc(N2CCOCC2)c2sc3nc(N4CCOCC4)c4c(c3c2n1)CCCC4	-1.0
Cn1c(N)c(C(=O)c2cc(-c3ccccn3)nc3ccccc23)c(=O)[nH]c1=O	2.7
c1ccn2c(SCc3ccc4c(c3)OCO4)nnc2c1	-4.7
CCNC(=O)c1nc[nH]c1C(=O)NCC	-3.2
COCCOc1nc2ccccc2nc1C	-5.8
O=C(CSc1cccc(C(F)(F)F)c1)NC(=O)NCc1ccco1	-0.8
CCC1Oc2ccc(C)cc2N(CC(=O)NCCN2CCc3ccccc3C2)C1=O (stereo unspecified)	-2.2

New compounds follow:
Molecule,14-3-3 PPI
CCOC(=O)c1c(NC(=O)c2noc3c2CCCCC3)sc2c1CCCC2,-2.5
O=C(O)c1ccc(CNC(=O)c2ccc(Br)o2)cc1,-4.7
COc1cccc(CNC(=O)C2CCCN(C(=O)N(C)C)C2)c1 (stereo unspecified),-2.6
Cc1ccc(-c2nnc(-c3cc4ccccc4oc3=O)o2)cc1,-10.6
COc1ccc2sc(NC(C)=O)nc2c1,-7.2
O=C(O)CCCC(=O)Nc1ccn(-c2ccccc2)n1,-1.2&-3.7
Cc1cccc(-n2nc3c(c2NC(=O)COc2ccccc2)CS(=O)(=O)C3)c1C,5.6
CC1CCC(C(=O)NC(C(=O)Nc2cccc(C(F)(F)F)c2)C(C)C)CC1 (stereo unspecified),-2.4
Cn1cnc2c1c(=O)[nH]c(=O)n2Cc1ccccc1,-1.5
COc1ccccc1-n1c(SC)nc(O)cc1=O,-10.7
CCCCCCn1c(-c2ccco2)nc2oc3cc(OC)ccc3c(=O)c2c1=O,-53.7
CC(C)n1nnnc1SCC(=O)N1CCOCC1,4.2
COC(=O)c1c(NC(=O)c2cnn3c(C(F)(F)F)cc(-c4ccccc4)nc23)sc2c1CCC(C)C2 (stereo unspecified),0.1
O=C(CN(Cc1ccc(Br)cc1)S(=O)(=O)c1ccccc1)Nc1cccc(F)c1,-8.1
Cc1ccc(S(=O)(=O)Nc2ccc(NC(=O)CN3C(=O)c4ccccc4C3=O)cc2)cc1,1.5
O=C(CN1CCOCC1)Nc1nc(-c2ccc3c(c2)CCN3S(=O)(=O)c2ccccc2)cs1,-9.2
COc1ccc2c(c1)C1(Nc3ccccc3C(=O)N1c1ccccc1)C(=O)N2 (stereo unspecified),0.7&-1.4
Cc1nc2ccc(S(=O)(=O)NCC(=O)N3CCN(c4ccccc4)CC3)cc2s1,-3.9
CC(C)c1nnc(NC(=O)c2ccc(Br)cc2)s1,3.1
Cc1cc(N2CCN(C)CC2)nc2ccc(NC(=O)CCC(=O)NCc3ccc(F)cc3)cc12,1.8
COc1cc2c(cc1OC)C(COc1ccc3c(C)cc(=O)oc3c1)N(C(=O)c1cccc(OC)c1OC)CC2 (stereo unspecified),-6.3
O=C1c2ccc(-c3nc4ccccc4o3)cc2C(=O)N1c1cccc(-c2nc3ccccc3o2)c1,-10.5
COc1cc2c(C(=O)O)c(C)n(-c3ccccc3)c2cc1Br,0.3
CN1C(=O)c2ccccc2C(C(=O)NCCCN2CCC(Cc3ccccc3)CC2)C1c1c[nH]c2ccccc12 (stereo unspecified),-13.9
O=C(O)c1cccc(S(=O)(=O)N2CCSCC2)c1,0.0
O=C1C(=O)N(c2ccc(Br)cn2)C(c2ccc([N+](=O)[O-])cc2)/C1=C(\O)c1ccc(Cl)cc1 (stereo unspecified),-17.5
COc1ccc(CN2CCN(C(=O)c3[nH]c(C)c(C(C)=O)c3C)CC2)c(OC)c1OC,1.7
CCN1CCN(C(=O)CN(c2ccc(C)cc2)S(C)(=O)=O)CC1,-7.0
C=CCOc1c(Br)cc(CNn2nnnc2N)cc1OC,0.3
O=C1CC(c2ccccc2Cl)CC2=C1C(c1ccccc1F)Nc1ccccc1N2 (stereo unspecified),0.2
COc1ccc(C(c2nnnn2Cc2cccs2)N2CCN(c3ccccc3)CC2)cc1OC (stereo unspecified),-5.5
CCOC(=O)Cc1c(-c2ccccc2)c2cc(C)ccc2[nH]c1=O,-4.9
O=c1c2ccccc2nc2n1CCCN2,-0.1
COc1ccc(NC(=O)c2cc(-c3ccc(Br)cc3)on2)cc1,-5.4
CC(C)(C)c1nnc(Nc2ccccc2Cl)[nH]c1=O,6.0
COC(=O)c1ccc(COC(=O)c2ccc(-n3cnnn3)cc2)o1,-0.5
O=C(CCNS(=O)(=O)c1cccc2nsnc12)N1CC(=O)N(CCc2ccccc2)C(=O)C1,-0.1
COc1cccc(-c2nnc(SCC(=O)OC(C)C)n2Cc2ccco2)c1,-1.5
CC1=Nc2cc(C(=O)N3CCN(Cc4ccccc4)CC3)ccc2Sc2ccc(Cl)cc21,-16.4
CNC(=O)C1=C(C)NC(=S)NC1c1cc(Br)cc(OC)c1OC (stereo unspecified),-5.7

In the list so far, 11 contain a nitro group on carbon.
Molecule,14-3-3 PPI
Nc1c(C(=O)Nc2ccc([N+](=O)[O-])cc2)sc2nc3c(cc12)CCCC3,-4.1
O=c1oc2c([N+](=O)[O-])cccc2cc1-c1nc(-c2ccc(Cl)cc2)cs1,-16.9
O=[N+]([O-])c1ccc(S(=O)(=O)N2CCN(Cc3ccc4c(c3)OCO4)CC2)cc1,-1.1
Cc1cc(C(=O)Nc2ccc(Cl)cn2)ccc1[N+](=O)[O-],-3.8
O=C(COC(=O)c1ccccc1NC(=O)c1ccccc1)c1cccc([N+](=O)[O-])c1,-14.2
CC1CCCCN1c1ccc(N2C(=O)C3C4C=CC(C4)C3C2=O)cc1[N+](=O)[O-] (stereo unspecified),1.1
CCOC(=O)c1sc(NC(=O)c2ccc(Cl)c([N+](=O)[O-])c2)nc1C,-6.8
Cc1ncc([N+](=O)[O-])n1CCSc1nnc(SCc2ccccc2)s1,-8.0
COC(=O)CSc1ccc(S(=O)(=O)N2CCOCC2)cc1[N+](=O)[O-],2.2
Cc1ccc(NC(=O)Cn2c3ccccc3c(=O)c3cc([N+](=O)[O-])ccc32)c(Br)c1,-29.8
O=C1C(=O)N(c2ccc(Br)cn2)C(c2ccc([N+](=O)[O-])cc2)/C1=C(\O)c1ccc(Cl)cc1 (stereo unspecified),-17.5

Continuation:
Molecule,14-3-3 PPI
CCOC(=O)N1CCN(C(=O)CSc2nnc(-c3cccs3)o2)CC1,-1.5
Cc1cc(C)cc(NC(=O)COc2ccc(N3CC(C(N)=O)CC3=O)cc2)c1 (stereo unspecified),5.6
Cc1ccc2nc3c(cc2c1)c(NC(=O)c1cccnc1)nn3C,-47.4
COc1ccc(-c2nc3cc(C)ccn3c2NC(=O)c2cccc([N+](=O)[O-])c2)cc1,-26.4
Cc1cc2c(cc1C)C(Nc1ccccc1)=NC(C)(C)C2,-4.3
CC(=O)c1cccc(NC(=O)c2ccc(Br)c(S(=O)(=O)N3CCCCC3)c2)c1,-6.6
Cc1cccc2oc(-c3ccc(N=Cc4ccccc4[N+](=O)[O-])cc3)nc12,-35.5
O=C(CSc1ncnc2ccccc12)Nc1ccc(N2CCOCC2)cc1,-5.1
Cc1cc(Nc2ccc(Cl)cc2)c2ccccc2n1,-15.2
O=C(Nc1ccccc1C(=O)NCc1ccco1)c1ccco1,-3.0
CSc1ccccc1NC(=O)CSc1nnnn1-c1ccccc1SC,-6.7
O=C(NCc1ccccc1)c1ccc(CSCc2ccccc2Cl)o1,-1.5

The list is partial (hit frequency here may not be typical).
